SW480 rerep: DNA re-replication induction in SW480 cells | SW480 DNA re-replication, Hoechst DNA content imaging, 48 h | Potency, µM (series often up to 46.1 µM), without a hit: top-dose re-replication activation, usual class: activators | 1.8% of 340,000 active; also: % of control where 0% means no effect; nearly all actives have a fitted effect of over 55% in size
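Readout is total intensity of Hoechst-stained nuclei, excited at 405 nm and collected at 500-530 nm. Compound treatment lasted 48 hr at 37 C in 5% CO2 before staining.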
GLP1R ag: activates the human GLP-1 receptor | P43220 | HEK293 GLP-1R CRE-luciferase, luminescence, 4-6 h; cells express a hypersensitive GLP-1R form | Potency, µM (series often up to 45.6 µM), without a hit: top-dose activation, usual class: activators | 0.007% of 380,000 active; also: % of control where 0% means no effect
Target sequence (P43220 whole entry, looked up): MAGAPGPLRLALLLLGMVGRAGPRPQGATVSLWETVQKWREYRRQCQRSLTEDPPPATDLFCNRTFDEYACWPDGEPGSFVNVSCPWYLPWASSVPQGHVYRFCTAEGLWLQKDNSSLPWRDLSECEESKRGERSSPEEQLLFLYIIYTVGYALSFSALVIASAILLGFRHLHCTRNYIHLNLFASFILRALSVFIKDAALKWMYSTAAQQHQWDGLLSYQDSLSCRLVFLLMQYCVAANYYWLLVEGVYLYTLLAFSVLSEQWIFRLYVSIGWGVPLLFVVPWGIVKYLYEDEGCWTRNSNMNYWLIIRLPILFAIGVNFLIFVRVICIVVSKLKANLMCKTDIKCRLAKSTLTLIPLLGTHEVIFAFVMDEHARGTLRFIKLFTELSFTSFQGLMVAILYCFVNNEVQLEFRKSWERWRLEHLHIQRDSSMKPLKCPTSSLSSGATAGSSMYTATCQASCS
KB-3-1 tox: kills parental KB-3-1 adenocarcinoma cells; AID 1347075; 1.4% of 400,000 active; Potency, µM (top dose mostly 46.1 µM), without a hit: top-dose activity change, negative = cytotoxic, most hits filed as cytotoxic; KB-3-1 viability, CellTiter-Glo ATP luminescence, 72 h; also: % is scaled to controls: 0 for no effect and ±100 for the full control effect; nearly all actives have a fitted effect of over 60% in size
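KB-3-1 parental drug-naive adenocarcinoma cells in DMEM/10% FBS, incubated 72 h at 37 C with pin-transferred compounds across a concentration series. Viability by CellTiter-Glo luminescence; concentration-response curves fitted after normalization.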
GLP1R cytotox: cytotoxic in the GLP-1 receptor inverse agonist counter-screen; HEK293 cAMP-luciferase reporter cells, luminescence, 24 h; Potency, µM (doses to about 38.3 µM), for the others: top-dose activity change, negative = inhibition, usual class: inhibitors; 0.13% of 410,000 active;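 also: loss of luciferase light is scored as toxicity; % is scaled to controls: 0 for no effect and ±100 for the full control effect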
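Here, cytotoxicity is scored as loss of luminescence. The MLSMR collection was tested on cells seeded in medium containing 10% Nu serum, with a 24 hr compound exposure preceded by 12 hours of culture.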
GLP1R inv ag: inverse agonists of human GLP-1 receptor | P43220 | AID 624417 | HEK293 GLP-1R CRE-luciferase, luminescence, 24 h; GLP-1R form is constitutively active | 1.6% of 410,000 active | Potency, µM (highest dose often 38.3 µM), for inactives: at the highest dose activity change, negative = inhibition, most hits filed as inhibitors; also: % is scaled to controls: 0 for no effect and ±100 for the full control effect; nearly all actives have a fitted effect of over 55% in size
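Readout was luciferase luminescence, measured 12 min after detection reagent at room temperature. Beforehand, GLP-1R reporter HEK293 cells had sat 12 h, then received compounds for 24 hr at 37 deg C.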
HT1080 IDH1KD tx: HT-1080 IDH1 knockdown cell toxicity (counter line). HT-1080 IDH1 knockdown viability, ATP luminescence, 48 h. Potency, µM (doses to about 46.1 µM), without a hit: at the top dose activity, negative = toxicity, usual class: cytotoxic. 2% of 360,000 active;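 also: 0% = DMSO wells and -100% = cell-free medium wells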
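After a 2 h attachment period, IDH1KD HT-1080 cells took pin-transferred compound for 48 h at 37 °C; ATP-based luminescence after 10 min room-temperature reagent incubation reported viability.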
TDP-43 yeast inh: rescues yeast growth from TDP-43 toxicity; AID 652104; TDP-43 expressing yeast growth rescue, BacTiter-Glo, 24 h; Potency, µM (series often up to 46.1 µM), for inactives: at the top dose growth rescue (activation), most hits filed as activators; 1.8% of 410,000 active; also: % of control where 0% means no effect; nearly all actives have a fitted effect of over 50% in size
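Readout is BacTiter-Glo luminescence of cell growth, so inhibitors register as activators. TDP-43-expressing yeast at OD600=0.02 in galactose medium, after raffinose pregrowth to mid-log, were incubated with compound for 24 hr at 30 deg C.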
KB-V1 MDR tox: KB-V1 MDR subline cytotoxicity; KB-V1 MDR cells viability, CellTiter-Glo, 72 h; Potency, µM (series often up to 46.1 µM), without a hit: at the highest dose activity change, negative = cytotoxicity, hits mostly cytotoxic; 3.4% of 400,000 active; AID 1347076; also: % is scaled to controls: 0 for no effect and ±100 for the full control effect; nearly all actives have a fitted effect of over 60% in size
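Cells of the MDR subline KB-V1 are plated, dosed with compound at multiple concentrations, and incubated 72 h at 37 degrees C; CellTiter-Glo is then added and luminescence read after 10 min.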
HT1080-NT tox: kills 2HG-producing HT-1080-NT fibrosarcoma cells; HT-1080-NT fibrosarcoma viability, CellTiter-Glo ATP luminescence, 48 h; Potency, µM (top dose mostly 46.1 µM), without a hit: top-dose activity, negative = less viability, usual class: cytotoxic; 1.6% of 360,000 active;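 also: NT is the 2HG producing partner of a matched IDH1 knockdown line; 0% = DMSO-treated cells and -100% = media-only wells without cells; nearly all actives have a fitted effect of over 55% in size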
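HT-1080-NT fibrosarcoma cells (2HG-overproducing), 750 cells/well in RPMI with 5% FBS, dosed after 2 h and incubated 48 h at 37C. CellTiter-Glo luminescence normalized to DMSO and no-cell wells; concentration-response curves fitted and classed.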
An asterisk follows results filed as active; ? = inconclusive; . = not tested or not shown; ! = not active in a repeat; [ ] = another dose, or the depositor's remark. Calls follow the shape of the dose curve; as a rule, active = well fitted curve in the direction sought with a large enough effect; inconclusive = small, poorly fitted or top-dose-only effect, or another doubt; inactive = no such curve, though single readings can be large; an effect the other way counts as inactive or inconclusive. Potency is read from the fitted curve at half-maximal effect.

The line under a structure holds: SW480 rerep, GLP1R ag, KB-3-1 tox, GLP1R cytotox, GLP1R inv ag, HT1080 IDH1KD tx, TDP-43 yeast inh, KB-V1 MDR tox, HT1080-NT tox
1. COc1ccc(S(=O)(=O)Nc2cccc3c2O[C@H](CN(C)Cc2ccc(-c4ccccc4)cc2)[C@@H](C)CN([C@H](C)CO)C3=O)cc1
  8%, 0%, 0%, -10%, ?, -14%, -1%, ?, -17%
2. Cc1ccc(N(CC(=O)NCC(C)c2ccccc2)S(=O)(=O)N(C)C)cc1 (stereo not given)
  ., ., -1%, 2%, ?, ., 0%, 4%, .
3. COc1ccc(SCCN2CCN(C)CCC2=O)cc1
  -12%, 0%, ?, 4%, 15%, 14%, 16%, ?, 9%
4. COc1ccc(Cl)cc1N/C(N)=N/c1nc(C)cc(=O)[nH]1
  -12%, 0%, ?, 0%, 7%, 14%, -7%, ?, 7%
5. CCC(=O)NC(c1ccc(OC)c(OC)c1)c1cc(Cl)c2cccnc2c1O (stereo not given)
  ?, 3%, 3.3µM*!, ?, ?, ?, 29%, ?, ?
6. CCNc1nc(NC(C)(C)C)nc(Oc2ccc(=O)n(C)n2)n1
  ., ., 1%, 1%, 19%, ., 9%, -2%, .
7. CCC(C)N(C(=O)CSc1nc2ccc(OC)cc2[nH]1)C1CCS(=O)(=O)C1 (stereo not given)
  -6%, -13%, 0%, 2%, 4%, 2%, -3%, 3%, 4%
8. C[n+]1cn(/N=C/c2ccccc2)c2ccccc21
  2%, 4%, 2%, 16%, 2%, ?, -14%, -1%, -6%
9. Cn1cc(C=O)c2cc(F)ccc21
  -6%, -1%, 10%, -22%, 1%, 2%, 9%, 2%, -1%
10. COc1cccc(C2=CC(=O)C[C@H](c3ccc4c(c3)OCO4)C2)c1
  -3%, 15%, 3%, 9%, ?, -9%, 18µM*, 10%, -2%
11. Cc1ccc(C(=O)C(C)Oc2cccc(NC(=O)c3ccco3)c2)cc1 (stereo not given)
  9%, 12%, -3%, -2%, ?, 0%, 29%, ?, -1%
12. CCN1CCN(S(=O)(=O)c2ccc(Cl)c(C(=O)N(C)Cc3ccc(F)cc3)c2)CC1
  -6%, 4%, -4%, 7%, 0%, -26%, 7%, ?, -4%
13. Cc1ccc2cccc(OCC(=O)N3CCc4ccccc43)c2n1
  -3%, 3%, 1%, 5%, -25%, -7%, 28%, -9%, -14%
14. COc1ccc(S(=O)(=O)N2CCN(Cc3cccc(OC)c3)CC2)cc1
  0%, 8%, -11%, 5%, ?, -1%, 12%, ?, -5%
15. Cc1ccc(NC(=O)c2cnn(-c3ccccc3)c2C)c(C)c1
  -10%, -4%, -1%, 7%, -27%, 6%, ?, -17%, 14%
16. Cc1ccc(NC(=O)Cn2cc3c(n2)CCCC3)c(Cl)c1
  ., ., 2%, -15%, 14%, ., 24%[9.22 µM], 16%, .
17. COc1ccc(Cl)cc1NC(=O)NCc1ccco1
  -3%, -8%, 6%, -22%, ?, 15%, 15%, 3%, 20%
18. CCOC(=O)c1ccc(NC(=O)C2(c3ccccc3)CCOCC2)cc1
  3%, 2%, -1%, 9%, ?, -2%, -4%, 0%, -1%
19. O=C(CN1CCc2ccccc21)NC(=O)NCc1ccccc1
  1%, 5%, -2%, -13%, ?, 1%, 19%, -27%, -9%
20. CCCCNC(=O)CS(=O)Cc1nc(-c2ccc(C)cc2)oc1C (stereo not given)
  -6%, 11%, 9%, -22%, -14%, -3%, 0%, -7%, -2%
21. CN1CCN(c2ccccc2/C=N/NC(=O)c2cccnc2)CC1
  1%, -5%, 4%, 3%, 10%, 17%, 5%, 5%, ?
22. N#Cc1ccc(Cn2c(=O)oc3ccccc32)cc1
  0%, 2%, -2%, 3%, 19%, 8%, ?, 2%, 2%
23. COc1c(F)c(F)c(C(=O)O)c(Nc2ccc(C)cc2C)c1F
  -13%, 2%, ?, -10%, -10%, 4%, -7%, 18%, 3%
24. CCOc1ccc(NC(=O)CCn2ccnc2)cc1
  -2%, 13%, 3%, -5%, -7%, 11%, -4%, 0%, 5%
25. Cc1cc(NC(=O)CSc2nnc3ccc(-c4ccc(F)cc4)nn23)no1
  -29%, 6%, 2%, -3%, 23%, -3%, -10%, 0%, -2%
26. CCCCn1c(=O)n(CC(=O)NCc2ccc(C)cc2)c(=O)c2c1nc(CO)n2CCC
  -3%[9.22 µM], -3%, 6%, -21%, 0%, 2%, -3%, -2%, 13%
27. CSCc1ccc(C(=O)NC(C)c2cnn(-c3ccccn3)c2C)o1 (stereo not given)
  2%, -3%, ., 0%, 9%, -6%, 22%, ., 0%
28. CN(C(=O)COC(=O)c1cccc(Cl)c1)C1CCS(=O)(=O)C1 (stereo not given)
  -2%, 1%, -2%, -1%, 2%, 0%, 5%, 20%, -2%
29. COc1ccc(NC(=S)NCCc2ccc(F)cc2)c(OC)c1
  -7%, 5%, -1%, -4%, -9%, 11%, -12%, -27%, ?
30. O=C(O)c1ccc(N2C(=O)c3[nH]nc(-c4ccccc4)c3C2c2cccc(F)c2)cc1 (stereo not given)
  ., 0%, 23%, -5%, -21%, ., 12%, 6%, .
31. Cc1ccc(C)c(NC(=O)Cn2cc(C(=O)c3ccc(Cl)cc3)c(=O)c3ccc(C)nc32)c1
  ., ., 9%, 7%, 10%, ., 2%, 21%, .
32. CCCCc1cc(=O)oc2cc(OCC(=O)N3CCC(C(=O)O)(c4ccccc4)CC3)ccc12
  ?, -3%, -16%, -1%, -10%, 3%, -31%[inhibitor], -23%, -6%
33. CC1CCC(C(C)C)C(OC(=O)CSc2n[nH]c(=O)[nH]c2=O)C1 (stereo not given)
  -10%, -2%, -14%, 2%, -16%, 7%, 4%, 3%, -4%
34. Cc1cccc(-c2c3c(=O)n(C)c(=O)n(C)c3c3cccnn23)c1
  -8%, -2%, 11%, 18%, 86%[activator], -4%, 18%, ?, 2%
35. CCOC1=C2[C@H](c3ccc(C)cc3)N(S(=O)(=O)c3ccc(C)cc3)C[C@H]2n2c(=O)n(-c3ccccc3)c(=O)n2C1
  ., -4%, 0%, 4%, 25%, 21%, 0%, 14%, 15%
36. CC(=O)c1ccc(NC(=O)C(C)N(C)CC(=O)Nc2ccc(Cl)cc2)cc1 (stereo not given)
  -2%, 9%, -3%, 8%, ?, 1%, -2%, ?, -16%
37. COc1ccccc1NC(=O)CSc1ccc2nnc(-c3cccnc3)n2n1
  -12%, -7%, -17%, ?, 41%[activator], 0%, 2%, -29%, -2%
38. CCC(C)c1c(O)nc(SCC(=O)Nc2ccccc2)[nH]c1=O (stereo not given)
  -6%, 1%, 4%, -10%, 14%, 12%, 10%, 18%, 12%
39. COc1ccc(-c2nnc(SCc3cccnc3)o2)cc1
  2%, 34%, 19%, 86%[activator], 68%[activator], 11%, 0%, -14%, 14%
40. O=S(=O)(c1cccs1)N1CCN(CC(O)COc2cccc(Br)c2)CC1 (stereo not given)
  ?, 5%, ?, -14%, 8.9µM*, 2%, -7%, 15µM*, 4%
41. CCCCCCCOc1ccc(C2CC(=O)N(C)C2=O)cc1 (stereo not given)
  -14%, ?, -5%, 13%, ?, -19%, ?, -7%, -9%
42. Cc1ccc(CN2CC(C(=O)Nc3cccc(C)n3)CC2=O)cc1 (stereo not given)
  -29%, 5%, 8%, 3%, -1%, 2%, -8%, 0%, -1%
43. COc1ccc(C(=O)CNC2=NCCC2)cc1
  -3%, 1%, ?, 4%, 5%, ?, 0%, 3%, 12%
44. COc1ccc(C(C)=O)c(Oc2nc(CN3CCOCC3)nc3scc(-c4cccs4)c23)c1
  12%, 8%, 9%, 7%, 0%, 5%, 20%, ?, -5%
45. CCOC(=O)c1cc(-c2sc(NC(=O)c3ccccc3)nc2C)n(CCO)n1
  ., -3%, -1%, 0%, 4%, -19%, -3%, ?, -11%
46. NNC(=O)COc1ccccc1F
  2%, 0%, 5%, 6%, 25%, -1%, 2%, -3%, 6%
47. Cc1ccc(S(=O)(=O)NCC(=O)OCC(=O)c2ccc(Cl)s2)cc1
  3%, -19%, 11%, -5%, 23%, 2%, 15%, 0%, 11%
48. CCOC(=O)C1=CN(c2cccc(F)c2)C=C(C(=O)OCC)C1c1cc(OC)c(O)c([N+](=O)[O-])c1
  -3%, -1%, -11%, ?, ?, ?, ?, -1%, ?

Screens: PubChem, National Center for Advancing Translational Sciences (NCATS)
